# Assay outcomes (PubChem BioAssay)
# mcGAS RapidFire: inhibitors of mouse cGAS; Q8C6L5; recombinant mouse cGAS, cGAMP by RapidFire MS; inhibition, % at 12.5 µM; 0.18% of 130,000 active;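 active means inhibition of cGAS enzyme activity at or above 60%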;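 further: enzyme stimulated by 45 bp dsDNA with ATP and GTP substrates; cGAMP share of summed cGAMP plus half ATP and half GTP signals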
# Target sequence (Q8C6L5 whole entry, looked up): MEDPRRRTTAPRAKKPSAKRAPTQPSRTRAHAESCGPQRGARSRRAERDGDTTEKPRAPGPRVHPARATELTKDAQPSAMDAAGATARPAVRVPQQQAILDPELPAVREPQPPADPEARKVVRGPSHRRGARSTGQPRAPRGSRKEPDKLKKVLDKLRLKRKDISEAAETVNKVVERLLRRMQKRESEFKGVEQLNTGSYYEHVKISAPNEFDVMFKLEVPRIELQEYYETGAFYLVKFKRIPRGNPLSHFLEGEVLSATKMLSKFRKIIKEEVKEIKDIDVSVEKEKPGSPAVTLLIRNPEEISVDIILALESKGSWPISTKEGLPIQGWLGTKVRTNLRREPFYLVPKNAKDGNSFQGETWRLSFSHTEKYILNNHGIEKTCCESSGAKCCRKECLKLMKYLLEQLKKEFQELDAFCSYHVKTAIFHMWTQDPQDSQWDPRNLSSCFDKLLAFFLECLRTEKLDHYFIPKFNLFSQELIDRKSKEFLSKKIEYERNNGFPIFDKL
# An asterisk follows results filed as active. Only part of the results is shown, so the mix of outcomes need not match the whole.
SMILES,mcGAS RapidFire
CC1CCN(C(=O)C2CCCN(C3CC(C)OC3=O)C2)CC1 (stereo not given),1
CCc1cc(=O)n2nc(N3CCC(C)(CCc4ccccc4)C3)sc2n1 (stereo not given),-25
CCn1c(SCC(=O)c2cc(F)ccc2F)nnc1-c1ccco1,-2
CCN(C(=O)c1c([N+](=O)[O-])cnn1C)c1ccccc1,1
Cc1c(C(=O)N(CCC#N)Cc2ccccn2)oc2ccccc12,-5
Cn1c(C(=O)N(CCC#N)C2CC2)cc2ccccc21,-9
CC(C)OCC(O)CN1CCN(CCN2C(=O)c3cccc4cccc(c34)C2=O)CC1 (stereo not given),-2
CC(=O)C1=C(Nc2ccc(C)cc2)CC(C)(O)C(C(C)=O)C1c1ccccc1F (stereo not given),-3
COc1cc(NC(=O)C(C)n2c(=O)oc3ccccc32)ccc1N1CCCC1=O (stereo not given),-4
Cc1ccc(-c2cn3cccnc3n2)cc1NC(=O)c1ccc(C(F)(F)F)cc1,9
Cc1cn2c3c(=O)n(CCC(C)C)c(=O)n(C)c3nc2n1Cc1ccco1,-4
COC(=O)c1ccc(CNC(=O)CCn2cnc3sc4c(c3c2=O)CCCC4)cc1,-3
COc1ccc(S(=O)(=O)N2CCOCC2)cc1C(=O)NC1CCSc2ccc(F)cc21 (stereo not given),-12
CCCc1cc(C(=O)N2CCOC(c3ccc4cc(OC)ccc4c3)C2)ccn1 (stereo not given),-10
CN(C)CCCNc1nc2cc(-c3cncnc3)sc2c(=O)n1C,5
Cc1ccc(Cl)c(NC(=O)CN2CCc3sccc3C2)c1Cl,-26
CCC(C)C1N=C2c3ccccc3N=C(SCc3cc(=O)n4cc(Cl)ccc4n3)N2C1=O (stereo not given),-2
CC(NCC1CC=CCC1)c1ccc(N2CCCC2=O)cc1 (stereo not given),5
CCCc1[nH]ncc1C(=O)N1CCCC(N2CCN(c3ccccc3F)CC2)C1 (stereo not given),-28
COC(=O)C1CCN(C(=O)CCc2c(C)nn(-c3nc(C)c(C)c(=O)[nH]3)c2C)CC1,-3
CCCCNC(=O)c1c(Cl)ccc(S(=O)(=O)CC)c1Cl,-17
CC(O)CNCc1c(OCc2ccccc2F)ccc2ccccc12 (stereo not given),0
Cc1ccc(NC(=Nc2nc3c(c(=O)[nH]2)CCCC3)NC(=O)c2ccccc2)c(C)c1,-6
COC(=O)c1ccc(N=Cc2nc(-c3ccc(C)cc3)oc2O)cc1,-11
C=CCNc1nnc(SCc2nnc(-c3ccco3)o2)s1,-7
CS(=O)(=O)c1ncc(CN2CCCCC2CO)n1Cc1ccccc1F (stereo not given),-7
Fc1ccccc1C1NCCc2cc3c(cc21)OCCO3 (stereo not given),-7
O=C(CC1CNCCO1)N1CCN(C(=O)c2ccccc2)CC1 (stereo not given),-34
CC(=O)Nc1ccc(CNC(=O)CNCc2sc(C)nc2C)cc1,-14
Cc1c(C(=O)N2CCCC2)c(C(F)(F)F)nn1C1CCCN(C(C)C)C1 (stereo not given),-6
CCOC(=O)c1cc(C(=O)c2ccccc2)c(SC)n(C)c1=O,-6
Cc1cc(C)c(S(N)(=O)=O)cc1C(=O)N1CC(C)C(N(C)C)C1 (stereo not given),-15
COCCNC(=O)c1ccccc1NC(=O)c1cc(Cl)c2c(c1)OCCO2,-14
CN(Cc1cc(Br)cc2cccnc12)Cc1ncnn1C,-49
Cn1nc2c(c1NC(=O)Cc1ccc(S(C)(=O)=O)cc1)CCC2,-2
O=C(c1ccc(Oc2ccccc2)cc1)C1CCCN(C(=O)c2cnsn2)C1 (stereo not given),-3
COc1ccc(S(=O)(=O)NC(=O)C(C)Oc2ccc(Cl)cc2)cc1OC (stereo not given),-34
S=c1[nH]nc(C2CC2)n1-c1ccc(Cl)c(Cl)c1,-5
CCCSc1ccc(C(=O)N2CCC(N3CCN(C)CC3)CC2)cn1,-3
Cc1ccccc1Cn1cc(C(=O)NCc2cccs2)sc1=O,-6
CCCC(C(=O)N1CCc2c(nc(C)nc2N2CCCC2)C1)n1cccc1 (stereo not given),-3
O=C(CCc1ccccc1Cl)N1CCC(CO)(CCc2ccccc2)CC1,-2
Cc1cn2c3c(=O)n(Cc4ccccc4F)c(=O)n(C)c3nc2n1CC1CCCO1 (stereo not given),-6
Cc1ccsc1CN(C)CCc1ccncc1,-8
CCc1nc(SCC(=O)N2Cc3cnc(-c4ccccc4)nc3C2)n[nH]1,-4
CCC1(O)CCCN(c2nc(C)cc(C3CCC3)n2)C1 (stereo not given),-12
COC(=O)c1cccc(C(=O)N2Cc3cnc(CC(C)C)nc3C2)c1,-6
FC(F)(F)c1cc(-c2ccco2)nc(N2CCOCC2)n1,10
O=C(NC1(C(F)(F)F)CCC2(CC1)OCCO2)C1CCN(c2ncccn2)CC1,-2
Cc1cccnc1CC(C)NC(=O)Cn1cnc2ccsc2c1=O (stereo not given),-10
Cc1ccc(C2=CN3CCN=C3S2)cc1,0
CCOC(=O)c1ccn(-c2ccc(NC(=O)CC(C)C)cc2)n1,0
COc1ccc(CCS(=O)(=O)Nc2ccc3c(c2)C(=O)N(C)c2cc(C)ccc2O3)cc1,0
Clc1ccc(CN2CCc3c(cnn3-c3ccccn3)C2)s1,-3
COc1cc(NC(=S)NC(C)(C)CC(C)(C)C)cc(OC)c1,0
CCOC(=O)c1oc2ccccc2c1CSc1nnc(C2CC2)n1Cc1ccco1,-4
Cc1cccn2c(CNCc3cnn(Cc4ccccc4)c3)c(C(=O)N3CCCCC3)nc12,-9
CC(OC(=O)c1ccc[nH]c1=O)C(=O)Nc1cccc2ccccc12 (stereo not given),8
COC(=O)c1ccc(F)c(NCC(=O)N(C)C2CCS(=O)(=O)C2)c1 (stereo not given),-11
O=C(c1cc(=O)n(-c2ccccc2)[nH]1)N1CCCC(O)(CO)CC1 (stereo not given),6

# Additional entries follow.
SMILES,mcGAS RapidFire
Cc1cc(C)cc(NC(=O)c2ccc3c(=O)n4c(nc3c2)CCCCCC4)c1,10
COc1ccc(C2Nc3ccccc3C(=O)N2c2ccc(F)cc2)cc1Cn1nnc2ccccc21 (stereo not given),-8
O=C1C2CCCC2=NN1c1ccccc1 (stereo not given),-1
CCn1nnc2c(=O)n(CC(=O)OC)cnc21,0
Cc1cc(-n2cnnc2C(C)n2cccn2)n(C)n1 (stereo not given),-32
OC1CCC(NCc2ccc(-c3ccc(F)cc3)s2)CC1 (stereo not given),-20
CC1(C(=O)NCc2ccc(Cl)cc2)CCN1C(=O)c1ccco1 (stereo not given),-2
CO[C@H]1CN(C(=O)c2cnc(C)nc2-c2ccccc2)CC[C@H]1N,-9
Cc1ccc(C(=O)Nc2ccc(-c3cn4ccccc4n3)cc2)o1,-19
CC(NC(=O)CCC(=O)NC1CCCC1)c1ccccc1-n1cccn1 (stereo not given),-10
COc1cc(Br)c(S(=O)(=O)NC2CC2c2cccc(F)c2)cc1OC (stereo not given),-12
O=C(c1ccc(NCC2CCOC2)nc1)N1CCC(Cn2cccn2)CC1 (stereo not given),-25
CCc1c(C(=O)N2CCC3(CC2)CN(C)CCN3C)[nH]c2ccccc12,-12
CCOCCn1c(=NC(=O)c2ccc(S(C)(=O)=O)cc2)sc2cc(F)cc(F)c21,-3
Cc1cccc(NCC(=O)N2c3ccccc3NC(=O)CC2C)c1C (stereo not given),-8

# In a second layout: entries from further up.
smiles	mcGAS RapidFire
CCOC(=O)c1ccn(-c2ccc(NC(=O)CC(C)C)cc2)n1	0
COc1ccc(CCS(=O)(=O)Nc2ccc3c(c2)C(=O)N(C)c2cc(C)ccc2O3)cc1	0
Clc1ccc(CN2CCc3c(cnn3-c3ccccn3)C2)s1	-3
COc1cc(NC(=S)NC(C)(C)CC(C)(C)C)cc(OC)c1	0
CCOC(=O)c1oc2ccccc2c1CSc1nnc(C2CC2)n1Cc1ccco1	-4
Cc1cccn2c(CNCc3cnn(Cc4ccccc4)c3)c(C(=O)N3CCCCC3)nc12	-9
CC(OC(=O)c1ccc[nH]c1=O)C(=O)Nc1cccc2ccccc12 (stereo not given)	8
COC(=O)c1ccc(F)c(NCC(=O)N(C)C2CCS(=O)(=O)C2)c1 (stereo not given)	-11
O=C(c1cc(=O)n(-c2ccccc2)[nH]1)N1CCCC(O)(CO)CC1 (stereo not given)	6
Cc1cc(C)cc(NC(=O)c2ccc3c(=O)n4c(nc3c2)CCCCCC4)c1	10
COc1ccc(C2Nc3ccccc3C(=O)N2c2ccc(F)cc2)cc1Cn1nnc2ccccc21 (stereo not given)	-8
O=C1C2CCCC2=NN1c1ccccc1 (stereo not given)	-1
CCn1nnc2c(=O)n(CC(=O)OC)cnc21	0
Cc1cc(-n2cnnc2C(C)n2cccn2)n(C)n1 (stereo not given)	-32
OC1CCC(NCc2ccc(-c3ccc(F)cc3)s2)CC1 (stereo not given)	-20
CC1(C(=O)NCc2ccc(Cl)cc2)CCN1C(=O)c1ccco1 (stereo not given)	-2
CO[C@H]1CN(C(=O)c2cnc(C)nc2-c2ccccc2)CC[C@H]1N	-9
Cc1ccc(C(=O)Nc2ccc(-c3cn4ccccc4n3)cc2)o1	-19
CC(NC(=O)CCC(=O)NC1CCCC1)c1ccccc1-n1cccn1 (stereo not given)	-10
COc1cc(Br)c(S(=O)(=O)NC2CC2c2cccc(F)c2)cc1OC (stereo not given)	-12
O=C(c1ccc(NCC2CCOC2)nc1)N1CCC(Cn2cccn2)CC1 (stereo not given)	-25

# The results go on:
SMILES,mcGAS RapidFire
COC(=O)c1[nH]c(CN2C(=O)c3ccccc3S2(=O)=O)c(C(=O)OC)c1C,4
NC(=O)c1c(NC(=O)CN(C2CC2)C2CCc3ccccc32)sc2c1CCCC2 (stereo not given),6
CCOc1cncc(N2CC3CCC2C3)n1 (stereo not given),0
CC(c1nnnn1-c1ccccc1)S(=O)(=O)Cc1cc(-c2ccccc2)on1 (stereo not given),2
Cc1cc(C(C)NC(=O)c2ccc(C(F)(F)F)nc2C)c(C)o1 (stereo not given),-13
C=CCNc1nc(Cl)nc(Nc2ccc(I)cc2C)n1,-9
CCNC(=O)N(CCOC)Cc1nc(C)c(Cc2cccc(OC)c2)c(=O)[nH]1,7
O=S(=O)(NCc1ccccn1)c1ccc2ccccc2c1,-5
CCc1[nH]nc2c1C(c1ccc(C#CCCO)cc1)CC(=O)N2 (stereo not given),-17
C=C1c2ccccc2C/C(=N\O)c2ccccc21,-5
O=c1c2ccccc2nc(SCc2cc(=O)n3cc(Br)ccc3n2)n1C1CC1,-1
COCCSc1nc2c(c(=O)[nH]c(=O)n2C)n1CCCc1ccccc1,-2
COCC(=O)n1nc(-c2cccnc2)nc1NCc1ccccc1,0
Cc1nc(CCN)cc(NCc2ccc(-n3cncn3)cc2)n1,-5
Cc1ccc(C2(C(F)(F)F)NC(=O)N3C=CC=CC3=C2C#N)cc1 (stereo not given),-12
Cc1cccnc1C1=NOC(Cc2ccccc2)C(=O)N1 (stereo not given),-6
COc1cc(/C=C2\N=C(c3ccc(C)c(C)c3)OC2=O)ccc1OC(C)=O,-9
CN(Cc1ccc(F)cc1F)C(=O)NNC(=O)c1cnccn1,4
Cc1ccc2nc(CNC(=O)CC3NC(=O)c4ccccc43)[nH]c2c1 (stereo not given),-10
CN(CCc1cn[nH]c1)C(=O)CCNC(=O)c1ccccc1F,-14
Cc1ccc(C2=N/C(=C/c3ccc(C(C)C)cc3)C(=O)O2)cc1C,-4
CCn1nc(C)c(NC(=O)CN2CCCC(c3nc(C(C)C)no3)C2)c1C (stereo not given),-23
CCCCN(C)S(=O)(=O)NCC1(N(C)C)CCCC1,-14
COc1c(C)cc(C(=O)C2CCCN(Cc3nc4ccc(F)cc4[nH]3)C2)cc1C (stereo not given),-10
O=C(CCC(=O)c1ccc(F)cc1)NCCCOc1cccc([N+](=O)[O-])c1,13
Cc1nc(N(CC2CCCO2)CC2CCCO2)c2c3c(sc2n1)CCC3 (stereo not given),2
Cc1[nH]nc(Nc2ccccc2)c1N=Nc1ccc(Br)cc1,-15
Cc1ccsc1CN(C)Cc1cn[nH]c1-c1ccc(F)cc1,-14
COC(=O)c1ccc(CSc2ncn[nH]2)o1,-7
O=C(NS(=O)(=O)N1CCc2sccc2C1)c1cccs1,-6
Cc1c(Br)c([N+](=O)[O-])nn1CC(=O)Nc1nc2ccccc2n1C,-11
O=c1cc(Cn2cnc3ccc(Cl)cc3c2=O)c2cc3c(cc2o1)CCC3,-10
Cc1nccc(-c2cccc(-n3ccnc3C(C)C)c2)n1,-13
CC(=O)N1CCC(NCCSCc2ccccc2C)CC1,-20
O=C(c1ccccc1)N1CCN(Nc2ccncc2S(=O)(=O)N2CCCCC2)CC1,-12
CCCNc1nc(-c2cccc(N3CCCC3=O)c2)cs1,0
CCN1CC2([N+](=O)[O-])CC=C(OC)C([N+](=O)[O-])(C1)C2 (stereo not given),-7
COc1ccc(OC)c(NC(=O)C2(C)CCN2Cc2ccccc2OC(F)F)c1 (stereo not given),-5
Cc1nc2sc(C)c(C)n2c(=O)c1NC(=O)C(C)C,-5
Cn1c(=O)n(CC(O)COc2ccc(F)cc2)c2ccccc21 (stereo not given),-5
O=C(Nc1cccc2ccccc12)N1CCCCC1CCN1CCOCC1 (stereo not given),-3
Cc1nc(C)c(C(=O)Nc2cc(-n3c(C)nc4ccccc4c3=O)ccc2Cl)s1,2
COC(=O)c1ccccc1NC(=O)c1nc2nc(C)cc(C)n2n1,1
COc1cccc(-c2ncc(CN3CC[C@H]4CC[C@@H](C3)N4)s2)c1,-19
CC(C)NC(=O)C1CCN(C2CCN(C(=O)C3(C)CCCCC3)CC2)CC1,-2

# Two records drawn at random from the list so far:
SMILES,mcGAS RapidFire
CCN1CC2([N+](=O)[O-])CC=C(OC)C([N+](=O)[O-])(C1)C2 (stereo not given),-7
COC(=O)c1ccccc1NC(=O)c1nc2nc(C)cc(C)n2n1,1

# The listing continues:
SMILES,mcGAS RapidFire
Cc1ccc(-c2cccc(CN3CCC(n4nccc4NC(=O)C4CC4)CC3)c2)o1,-12
CN(CCOc1ccccc1F)S(=O)(=O)c1cccc(Cl)c1Cl,-2
O=C(CS(=O)(=O)Cc1c(F)cccc1Cl)NCC1CC1,-1
COc1ccc(OC)c(S(=O)(=O)NCc2ccccc2CN2CCCCC2)c1,-4
CCNc1ncc(C(=O)N2CCOC(CCCC(C)C)C2)cn1 (stereo not given),-17
Cc1ccc(S(=O)(=O)C(C#N)=Cc2cccc(Cl)c2)cc1,-1
CC(=O)NC(=O)c1cc2ccccc2oc1=NCc1ccccc1,-3
